Assay outcomes (PubChem)
Yfh1-off respiration – mitochondrial function rescue without frataxin homolog – Friedreich's ataxia, plus single-dose screen, dose response (AID 1465); S. cerevisiae Yfh1-off respiration, WST-1 reduction, 72 h; higher fold induction means a stronger effect; fold induction at 50 µM, or EC50 in µM where a hit was titrated; 0.074% of 220,000 active;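 active means fold induction of absorbance versus untreated yeast above a set limit, then at least 30% activation at any dose in follow-up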;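 further: activators that raise dye reduction in frataxin-depleted yeast; strong numbers were not always called active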
P. falciparum M17LAP – P. falciparum M17LAP inhibitors, primary screen, biochemical, fluorogenic H-Leu-NHMec substrate, 1536-well (AID 1619). 0.38% of 220,000 active. one-dose inhibition, % at 30 µM; IC50 in µM for titrated hits. recombinant M17LAP, H-Leu-NHMec fluorogenic kinetic assay; higher % means a stronger effect;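 active means compound inhibiting the enzyme by more than half at any dose during confirmatory dose-response retesting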;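 further: plate controls were full reaction with DMSO carrier for no effect and no enzyme background for full effect; strong numbers were not always called active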
Ins promoter up – MIN6 insulin promoter up-regulation. MIN6 insulin promoter-GFP reporter, high-content imaging; stronger effect = higher value. z-score at 5 µM. 0.3% of 190,000 active;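 active means z-score above 3 at 5 µM with at least 500 cells counted in the well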
b-catenin transl – alters nuclear translocation of beta-catenin in HeLa cells; nuclear translocation activity, % at 5 µM; immunofluorescence imaging; 0.3% of 190,000 active;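 active means nuclear translocation activity above 50% at 5 µM, with a well cell count of 50 or more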;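 further: per-cell ratio of nuclear to cytoplasmic median beta-catenin stain intensity; plate controls were DMSO negative control for no effect and GSK-3 inhibitor IX positive control for full effect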
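Technique: fluorescence imaging of beta-catenin antibody stain plus DAPI / Material: human HeLa cell line / Incubation: compound treatment 24 h, 37°C, 5% CO2 / Read-out basis: % activation of per-cell nuclear versus cytoplasmic median beta-catenin signal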
Autophagy mod – alters autophagy in cells | MEF GFP-LC3 puncta imaging; test concentration mostly 10 µM | calls only at 10 µM (by protocol) | 0.98% of 190,000 active | AID 463193;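 active means percentage of spot-positive cells more than 3 SD above its plate mean, without a fluorescence outlier flag or 80% toxicity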;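 further: spot-positive cell cutoff set from DMSO-treated cells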
MT stabilize HCS – microtubule stabilization, imaging screen. AID 2205. HeLa tubulin immunostaining HCS, 24 h; share of cells brighter than vehicle mean+2SD. 0.83% of 200,000 active. % tubulin-high responders, % at 10 µM;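 active means plate Z-score above 3 for both tubulin-high and condensed-nucleus cell shares, with cell loss under 80%, at 10 µM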;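 further: anti alpha tubulin signal scored within the nucleus-defined area of each cell; some results filed as inactive read as strong as hits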
NOD1 inhibition – NOD1 signaling inhibitors, primary screen, cell-based, luminescence, uHTS (AID 1578). NOD1-driven NF-kB luciferase reporter cells, luminescence; higher % means a stronger effect. one-dose inhibition, % at 4 µM; EC50 in µM for titrated hits. 1% of 290,000 active; in the data active means inhibition mostly above about 36%, no sharp cut-off; inactive means mostly below about 34%;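 further: HEK-293T reporter cells stimulated with the NOD1 agonist gamma-tri-DAP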
Dynein transport – blocks dynein driven cargo transport along microtubules; 0.47% of 220,000 active; z-score, hits read low; 3617.4 mouse cells, GR-EGFP nuclear translocation imaging; test concentration mostly 20 µM; stimulated with dexamethasone, 1 µM; stronger effect = lower value;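 active means plate z-score of nuclear minus cytoplasmic receptor signal below a set negative limit, without overly bright fluorescence or cell loss, cut at about -3.5 in these data, passing the limit was not always enough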;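 further: z-score of nuclear minus cytoplasmic ring GR-EGFP intensity difference per well; some compounds called inactive have numbers as strong as hits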
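Schedule: 48 h induction, then 1 h compound, then 30 min agonist, 37 °C. Buffer or medium: tetracycline-free induction medium containing charcoal-stripped FBS. Reagent: 1.0 µM final dexamethasone stimulus. Evaluation: nuclear versus cytoplasmic GR-EGFP signal, averaged per well. Signal: high-content fluorescence imaging after fixation.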
NOD2 inhibition – inhibition of NOD2-driven NF-kB reporter – cell-based, luminescence, uHTS, HEK293 (AID 1566) | 0.63% of 290,000 active | HEK293 NOD2/NF-kB luciferase reporter, luminescence; higher % means a stronger effect | one-dose inhibition, % at 4 µM; EC50 in µM for titrated hits; in the data active means inhibition above about 50%; further: many of its hits are not listed in these tables
Dynein transport cytoplasmic EGFP – second read-out of Dynein transport, no call of its own (marks repeat the call); z-score; measured here: cytoplasmic GR-EGFP intensity; stronger effect = higher value
Dynein transport nuclear GR-EGFP – second read-out of Dynein transport, no call of its own (marks repeat the call); z-score; measured here: nuclear GR-EGFP intensity;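 lower value marks the stronger effect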
Dynein transport cell count – also measured in Dynein transport; calls as there; z-score; measured here: cell count per field
Ins promoter up cell count – recorded beside Ins promoter up, whose call it bears; cell count; measured here: cytotoxicity, nuclei count;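 total cells summed across four imaged fields per well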
b-catenin transl cell count 5 µM – also measured in b-catenin transl; calls as there; cell count; measured here: cell count, cytotoxicity flag
MT stabilize HCS Hoechst-high % – recorded beside MT stabilize HCS, whose call it bears; % Hoechst-high responders; measured here: nuclear condensation Hoechst responders;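 share of cells brighter than vehicle mean plus two SD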
MT stabilize HCS cytotoxicity % – also measured in MT stabilize HCS; calls as there; toxicity, %; measured here: cytotoxicity by cell density;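 0% = mean cell density of plate MIN control wells and 100% = no cells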
Autophagy mod cell loss 18 h – second read-out of Autophagy mod, no call of its own (marks repeat the call); toxicity, %; measured here: cell loss, nuclei count;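 cell loss after 18 h compound exposure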
Starred values were filed as active, the others as inactive; i = inactive; / = not tested or not shown; + = active, no number. Only part of the results is shown, so the mix of outcomes need not match the whole.

SMILES	Yfh1-off respiration	P. falciparum M17LAP	Ins promoter up	Ins promoter up cell count	b-catenin transl	b-catenin transl cell count 5 µM	Autophagy mod	Autophagy mod cell loss 18 h	MT stabilize HCS	MT stabilize HCS Hoechst-high %	MT stabilize HCS cytotoxicity %	NOD1 inhibition	Dynein transport	Dynein transport cytoplasmic EGFP	Dynein transport nuclear GR-EGFP	Dynein transport cell count	NOD2 inhibition
C/C(=N\NC(=S)NCc1ccccc1)c1ccc(C#N)cc1	i	2%	-1.1	1111	-3.1	1101	i	-3	3.4	1.7	4.5	-15%	-0.35	-0.3	0.058	1.3	8%
COc1ccccc1NC(=O)CC1C(=O)NCCN1C(=O)Nc1ccc(Cl)c(Cl)c1 (stereo not given)	i	7%	/	/	/	/	i	-3	4.0	1.1	26	-16%	0.99	0.42	1.4	-4.6	-19%
CCOC(=O)N1CCN(c2nc3ccccc3n3cnnc23)CC1	i	-3%	-0.68	1083	-0.5	1371	/	/	/	/	/	0%	0.14	-0.25	0.67	-0.81	4%
O=C(CCC(=O)OCC(=O)c1ccc(-c2ccccc2)cc1)Nc1cccc(Cl)c1	i	2%	-0.22	1492	1.5	1342	i	-1	2.4	2.4	3.8	8%	-0.29	-0.19	-0.23	-0.13	10%
CCCOc1ccc(C(=O)N2CCN(c3ccc(NC(=O)CC)cc3Cl)CC2)cc1	i	6%	/	/	/	/	i	6	2.5	1.8	9.5	0%	-0.28	-0.25	-0.31	0.91	-6%
CCOC(=O)C1=C(C)NC(c2cccs2)C(=O)N1 (stereo not given)	i	6%	-0.18	1236	-1.7	545	i	-2	7.6	2.1	11	-14%	-0.88	-0.31	-0.83	1.2	6%
O=C(NCc1ccccc1)Nc1cccn(Cc2ccccc2)c1=O	i	1%	0.35	1329	1.5	753	i	-1	3.4	1.7	0.5	0%	-0.085	-0.24	-0.07	0.83	16%
O=C(c1ccccc1)N1CCC(c2nc3c(nnn3Cc3ccco3)c(=O)[nH]2)CC1	i	4%	-0.83	910	-1.3	1125	i	8	2.8	4.1	7.5	-19%	-0.39	-0.3	-0.22	0.79	8%
CCCC(c1nnnn1C1CCCC1)N1CCN(c2ccccc2F)CC1 (stereo not given)	i	15%	-1.2	1139	-7.5	1024	i	12	4.6	1.8	12	-5%	0.67	-0.31	0.45	0.32	14%
O=C(NCc1ccc2c(c1)OCO2)C1CCN(S(=O)(=O)N2CCOCC2)CC1	i	-1%	0.54	1243	-1.2	512	i	7	3.6	3.0	3.8	-28%	-0.069	-0.14	1	-0.73	4%
COCCN1Cc2cc3cc(C)ccc3nc2SC1=Nc1cccc(OC)c1	i	-2%	1.3	1131	-1.3	1108	i	3	3.4	2.4	9.7	-22%	0.058	-0.29	-0.13	0.2	4%
Cn1cnc2cc(NC(=O)c3ccc(Cl)cc3)ccc21	i	16%	-0.97	1313	-1.8	1167	/	/	13	1.5	7.0	-25%	-0.31	-0.37	0.1	1.5	-48%

One compound at a time, as listed above. Order of values: Yfh1-off respiration	P. falciparum M17LAP	Ins promoter up	Ins promoter up cell count	b-catenin transl	b-catenin transl cell count 5 µM	Autophagy mod	Autophagy mod cell loss 18 h	MT stabilize HCS	MT stabilize HCS Hoechst-high %	MT stabilize HCS cytotoxicity %	NOD1 inhibition	Dynein transport	Dynein transport cytoplasmic EGFP	Dynein transport nuclear GR-EGFP	Dynein transport cell count	NOD2 inhibition
`Cn1cnc2cc(NC(=O)c3ccc(Cl)cc3)ccc21` across the screens: i	16%	-0.97	1313	-1.8	1167	/	/	13	1.5	7.0	-25%	-0.31	-0.37	0.1	1.5	-48%
`C/C(=N\NC(=S)NCc1ccccc1)c1ccc(C#N)cc1` across the screens: i	2%	-1.1	1111	-3.1	1101	i	-3	3.4	1.7	4.5	-15%	-0.35	-0.3	0.058	1.3	8%
`CCCC(c1nnnn1C1CCCC1)N1CCN(c2ccccc2F)CC1` (stereo not given) across the screens: i	15%	-1.2	1139	-7.5	1024	i	12	4.6	1.8	12	-5%	0.67	-0.31	0.45	0.32	14%
`CCOC(=O)N1CCN(c2nc3ccccc3n3cnnc23)CC1` across the screens: i	-3%	-0.68	1083	-0.5	1371	/	/	/	/	/	0%	0.14	-0.25	0.67	-0.81	4%

New compounds follow.
SMILES	Yfh1-off respiration	P. falciparum M17LAP	Ins promoter up	Ins promoter up cell count	b-catenin transl	b-catenin transl cell count 5 µM	Autophagy mod	Autophagy mod cell loss 18 h	MT stabilize HCS	MT stabilize HCS Hoechst-high %	MT stabilize HCS cytotoxicity %	NOD1 inhibition	Dynein transport	Dynein transport cytoplasmic EGFP	Dynein transport nuclear GR-EGFP	Dynein transport cell count	NOD2 inhibition
O=C(NNC(=S)Nc1ccccc1)NNC(=S)Nc1ccccc1	i	6%	0.54	1323	0.1	1490	i	-9	1.8	2.2	7.3	-27%	-0.78	-0.13	-0.36	-0.15	-12%
CCCc1c(O)nc(SCC(=O)O)[nH]c1=O	i	16%	0.52	1435	0.3	1033	i	-22	3.4	1.4	6.5	-29%	-1.1	-0.36	-0.57	0.75	-9%
CCOC(=O)c1c(-c2ccc(C)o2)csc1NC(=O)CN1CCOCC1	i	-6%	0.26	832	/	/	i	2	2.1	1.1	4.1	15%	-0.53	-0.18	0.044	0.61	20%
COc1ccc(C(=O)NCc2nnc(SCC(=O)N3CCC(C)CC3)o2)cc1	i	14%	-0.55	1157	-3.5	1089	i	-9	1.0	1.0	7.3	-31%	0.086	-0.12	0.26	-1.6	10%
CCOc1ccc(CC(=O)Nc2cc(=O)n(C)c(=O)n2C)cc1	i	-5%	-0.37	1312	1.1	1115	i	-12	/	/	/	-14%	0.2	-0.13	0.43	0.26	6%
CC1(CC(=O)N/N=C/c2cc([N+](=O)[O-])c(O)cc2O)OCCO1	i	51%	0.21	1489	-5.3	1076	i	-13	2.5	2.1	7.1	-17%	0.32	-0.21	-0.38	0.19	0%
COc1cc(NC(=O)CSc2ncnc3scc(-c4ccccc4)c23)c(C(=O)O)cc1OC	i	<1µM*	0.26	1381	0.7	1580	i	2	3.3	2.1	9.2	-25%	-1	-0.33	-0.46	1.3	28%
N#CCCN/N=C(/Cc1nc2ccccc2[nH]1)c1ccc(Cl)cc1	i	0%	-1.2	1236	1.0	929	i	7	2.8	2.5	5.9	-28%	1.2	0.17	1.2	-1	-4%
COc1ccc(N2C(=O)/C(=C/c3ccc([N+](=O)[O-])cc3)C=C2c2ccccc2)cc1	i	-15%	-0.24	1462	0.0	1310	i	10	14	1.8	6.2	-50%	-3.1	0.72	-1.9	-0.7	-5%
CCC(=O)c1c(NC)cc(C)oc1=O	i	-3%	0.69	1039	-1.3	1085	i	5	5.2	3.3	6.1	-20%	0.13	-0.28	0.74	-0.65	8%
Cc1onc(-c2ccccc2)c1C(=O)N1CCCN2C(=O)c3ccccc3C21 (stereo not given)	i	30%	0.41	1401	1.3	1292	/	/	/	/	/	-2%	-0.65	-0.24	-0.35	0.69	9%
Cc1cc(NC(=O)CN2C(=O)CC(c3ccco3)Sc3ccccc32)no1 (stereo not given)	i	9%	-0.29	981	-2.4	1154	i	-3	2.8	2.1	9.8	-21%	-0.34	-0.18	0.081	0.79	11%
Cn1c2ccccc2n2c(=O)c(Cl)c(-c3ccccc3)c(C#N)c12	i	2%	-0.29	1288	-0.9	985	+	19*	2.1	1.5	4.7	-28%	1.2	-0.13	1.2	-2.1	-2%
COc1ccccc1/C=C/CN1CCC(CO)(Cc2ccccc2)CC1	i	4%	0.23	1112	0.7	1489	i	-2	1.8	3.6	8.6	-30%	-0.19	-0.12	-0.18	-0.79	-10%
COc1ccc(N2CCN(C(=O)/C=C/c3ccco3)CC2)cc1	i	4%	1.1	1197	-3.4	1137	i	0	4.1	2.4	11	-28%	-0.19	-0.33	0.34	0.88	-2%
COC(=O)CCC(=O)NNC(=O)Cc1ccccc1	i	2%	-0.06	1635	-2.8	1127	i	2	2.6	2.2	4.3	-19%	1.5	-0.27	1.1	-0.92	2%
Cn1c(=O)cc(SCC(=O)NCCCN2CCN(c3ccc(F)cc3)CC2)c2ccccc21	i	2%	-1.3	1202	3.1	1421	i	11	4.6	4.3	3.4	-37%	0.36	-0.15	0.22	0.63	-1%
Cc1ccc(C(=O)N/N=C\c2sccc2C)cn1	i	40%	0.52	1245	-1.0	1079	i	-12	1.2	0.8	0.3	-60%	0.4	-0.33	-0.15	0.028	-6%
COc1ccc(S(=O)(=O)Nc2ccc3c(c2)CCC3)cc1	i	-7%	/	/	0.0	1089	i	9	3.0	3.3	4.2	16%	2.7	-0.22	1.3	-1.6	26%
C/C(CC(=O)N(C(C)C)C(C)C)=N\NC(=O)c1ccccc1Br	i	-7%	0.22	1295	-2.4	607	i	-3	2.0	2.3	7.7	-34%	-0.68	-0.33	-0.54	0.71	-8%
CC(C(=O)NC(C)(C)C)N1C(=O)c2cccc3cccc(c23)C1=O (stereo not given)	i	4%	-0.36	1278	-2.1	1121	i	19	3.3	1.7	4.8	-23%	-0.0055	-0.31	0.13	0.77	0%
O=C(NCCCCCNC(=O)c1ccco1)c1ccco1	i	0%	0.55	846	-1.2	1104	i	-4	3.2	2.0	5.5	2%	-0.42	-0.19	-0.048	0.22	2%
CCOc1ccc2c(c1)nc(C)n2C	i	-5%	0.11	1144	-0.7	1270	/	/	/	/	/	-14%	3.1	-0.041	2.4	-2.3	-18%
COc1cc(S(=O)(=O)N2CCOCC2)ccc1NC(=O)COC(=O)COc1ccccc1	i	-5%	0.59	1273	-5.6	1053	i	4	3.3	2.0	8.9	-24%	-0.47	-0.3	-0.39	0.2	1%
COc1cc2c(cc1OC)CN(c1nc(CN3CCCC3)nc3sc(C)c(C)c13)CC2	i	12%	-2	1000	-1.2	1095	i	7	4.5	1.8	4.4	-14%	-0.68	-0.33	-0.34	0.93	19%
